EPAC2 antag: qHTS for Antagonist of cAMP-regulated guanine nucleotide exchange factor 2 (EPAC2): primary screen. Rap guanine nucleotide exchange factor 4 (Homo sapiens), Q8WZA2. EPAC2 GEF exchange of Rap1B-BODIPY-GDP, fluorescence. Potency, µM (doses to about 114 µM), for the others: at the highest dose activity, negative = inhibition, actives largely listed as inhibitors. actives 0.18% (n = 360,000). AID 720708, 2013; note: potency is the fitted concentration of half-maximal effect; % is set by controls: 0 for no effect and ±100 for the full control effect; nearly all actives have a fitted effect of over 45% in size; many of its hits are not listed in these tables
PTHR1 agonist: qHTS for PTHR1 Agonists: Primary Screen | Parathyroid hormone/parathyroid hormone-related peptide receptor (Homo sapiens), Q03431 | HEK293 GP2 PTHR1 cells, GloSensor cAMP luminescence, 1 h | Potency, µM (highest dose often 115 µM), without a hit: at the highest dose activation, usual class: activators | actives 0.075% (n = 410,000); note: potency is the fitted concentration of half-maximal effect; nearly all actives have a fitted effect of over 55% in size; some results filed as inactive show a strong effect at the top dose; inactives centre near -15; many of its hits are not listed in these tables
Target sequence (Q03431 whole entry, looked up): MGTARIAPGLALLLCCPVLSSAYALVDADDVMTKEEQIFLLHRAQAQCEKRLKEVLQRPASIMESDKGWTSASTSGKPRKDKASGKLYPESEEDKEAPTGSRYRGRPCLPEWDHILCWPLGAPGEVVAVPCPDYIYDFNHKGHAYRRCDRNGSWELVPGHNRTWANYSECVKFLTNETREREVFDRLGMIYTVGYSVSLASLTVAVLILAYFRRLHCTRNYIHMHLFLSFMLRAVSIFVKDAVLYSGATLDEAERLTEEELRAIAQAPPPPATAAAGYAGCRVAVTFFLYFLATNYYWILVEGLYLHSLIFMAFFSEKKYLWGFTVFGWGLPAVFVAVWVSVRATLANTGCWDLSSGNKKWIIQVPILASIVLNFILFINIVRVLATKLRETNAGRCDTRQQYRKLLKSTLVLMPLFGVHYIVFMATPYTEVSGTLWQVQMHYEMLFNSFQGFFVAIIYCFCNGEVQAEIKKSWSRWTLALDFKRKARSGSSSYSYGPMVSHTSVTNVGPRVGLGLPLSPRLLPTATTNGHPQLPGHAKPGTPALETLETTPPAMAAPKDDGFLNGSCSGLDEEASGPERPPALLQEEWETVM
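HEK-293-derived GP2 cells expressing PTHR1 and a GloSensor cAMP reporter, 3,000/well, plated overnight, given luciferin plus IBMX (each 0.5 mM as added) for 1 h at 37 °C, then compound for 1 h at 37 °C. Luminescence was read after 15 min at room temperature.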
MmCpn inh: Inhibitors of TCP-1 ring complex (TRiC) of Methanococcus maripaludis (MmCpn): qHTS. Chaperonin Mm-Cpn (Methanococcus maripaludis). actives 0.031% (n = 330,000). Potency, µM (highest dose often 76.9 µM), without a hit: at the top dose activity, negative = inhibition, usual class: inhibitors. purified Mm-Cpn ATPase, ADP Transcreener TR-FRET; note: potency is the fitted concentration of half-maximal effect; % is set by controls: 0 for no effect and ±100 for the full control effect; nearly all actives have a fitted effect of over 80% in size
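Compound-treated chaperonin, 25 nM final, turns over 10 uM ATP at 37°C for 30 min following a 10 min preincubation; ADP generated competes with ADP-d2 for Eu-cryptate antibody, lowering FRET.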
Akt phos inh: HTS Assay for Inhibitors of Akt Phophorylation: Primary Screen. Neuro2A IGF-stimulated pAkt S473 HTRF, 20 min; active compounds read low. activity change, % for hits at 50 µM. actives 0.32% (n = 360,000). AID 651550, 2012; in the data active = activity change below about -80%; inconclusive = mostly about -51% to -80%; note: % is set by controls: 0 for no effect and ±100 for the full control effect
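Single-point screen (50 µM final compound) in Neuro2A cells stimulated 20 min with 6 nM IGF at 37 deg C. After lysis, Ser473-phosphorylated Akt read by HTRF (ex 330 nm, em 615/665 nm) as the 665/615 ratio.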
D3 antag: qHTS of D3 Dopamine Receptor Antagonist: qHTS | D(3) dopamine receptor (Homo sapiens), P35462 | D3R cells, DiscoveRx beta-arrestin luminescence, antagonist mode; active compounds read low | max response, negative = inhibition, % | actives 2.5% (n = 360,000); in the data active = max response below about -50%; inconclusive = no clear call, values can overlap the other calls; note: % is set by controls: 0 for no effect and ±100 for the full control effect; mostly tested at two doses, the higher about 12 µM
Target sequence (P35462 whole entry, looked up): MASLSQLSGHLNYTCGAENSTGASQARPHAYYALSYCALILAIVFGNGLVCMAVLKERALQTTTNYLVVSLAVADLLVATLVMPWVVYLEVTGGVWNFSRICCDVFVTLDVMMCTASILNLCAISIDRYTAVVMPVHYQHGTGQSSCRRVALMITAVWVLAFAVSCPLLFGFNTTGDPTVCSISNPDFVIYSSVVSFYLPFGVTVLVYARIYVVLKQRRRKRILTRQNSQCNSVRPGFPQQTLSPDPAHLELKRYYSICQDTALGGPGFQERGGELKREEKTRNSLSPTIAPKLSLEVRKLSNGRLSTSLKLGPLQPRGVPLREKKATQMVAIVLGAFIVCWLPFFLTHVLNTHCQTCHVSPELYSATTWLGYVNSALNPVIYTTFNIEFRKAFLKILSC
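Cells plated overnight at 1500 cells/well, then exposed to library compounds with dopamine controls for 90 minutes at 37 degrees C. DiscoveRx reagent added for 30–60 minutes at room temperature; luminescence read, quantitative HTS format.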
CCT modulator: High-Throughput Screening for Modulators of Cytosolic Chaperonin Activity. actives 0.3% (n = 360,000). activity change, % (concentration not given with the values), hits read low. purified chaperonin ATPase assay, HTRF ADP detection, 30 min; in the data active = activity change below about -30%; note: % is set by controls: 0 for no effect and ±100 for the full control effect
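Nucleotide hydrolysis assay: TRiC at 20–40 nM final (set by batch activity) with 10 uM ATP, 30 min at 37 °C, in presence of 76 uM compound. Detection by competitive ADP HTRF, 30 min ambient.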
EPAC2 agonist: qHTS for Agonist of cAMP-regulated guanine nucleotide exchange factor 4 (EPAC2): primary screen; Potency, µM (top dose mostly 154 µM), for the others: top-dose activation, most hits filed as activators; EPAC2 activation, biochemical qHTS; response scale: 100% = 6.5 mM cAMP response; actives 0.079% (n = 360,000); Rap guanine nucleotide exchange factor 4 (Homo sapiens), Q8WZA2; note: potency is the fitted concentration of half-maximal effect; nearly all actives have a fitted effect of over 50% in size
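Guanine nucleotide exchange by EPAC2 is measured as reduced fluorescence of BODIPY-GDP once it is released from 250 nM Rap1B. Plates are read kinetically for 30 min at room temperature; results are scaled to 6.5 mM cAMP.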
D3 ag: qHTS of D3 Dopamine Receptor Agonist: qHTS; D(3) dopamine receptor (Homo sapiens), P35462; D3R DiscoveRx beta-arrestin cells, luminescence, 90 min; max activation, %; actives 0.58% (n = 410,000); AID 652048, 2013; in the data active = max activation above about 30%; note: 0% is about no effect; mostly tested at two doses, the higher about 12 µM
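Agonist mode: compounds and dopamine controls were applied to plated cells for 90 min at 37 degrees C after an overnight attachment at 1500 cells/well. Luminescent read-out followed 30 - 60 minutes at room temperature with DiscoveRx detection reagent.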
Numbers without * were called inactive; i = inactive; u = inconclusive; x = no result given; [ ] = another dose, or the depositor's remark. Unless noted, calls come from the whole dose curve; as a rule, active = well fitted curve in the direction sought with a large enough effect; inconclusive = small, poorly fitted or top-dose-only effect, or another doubt; inactive = no such curve, though single readings can be large; an effect the other way counts as inactive or inconclusive. This is a subset; the hit share may differ from the screen's.

SMILES	EPAC2 antag	PTHR1 agonist	MmCpn inh	Akt phos inh	D3 antag	CCT modulator	EPAC2 agonist	D3 ag
Cc1ccc2c(c1)C(c1ccccc1)N(C(=O)c1ccc(F)cc1)CC(=O)N2 (centres undefined)	1%	-49%[inhibitor]	0%	i	15	-0.8	3%	-4
CC(C)C(NC(=O)CCNC(=O)c1ccc([N+](=O)[O-])cc1)c1nc2ccccc2[nH]1 (centres undefined)	10%	i	4%	i	-1	-3.5	-4%	0
N#CCSc1ccccc1NC(=O)COC(=O)CCNC(=O)c1ccc([N+](=O)[O-])cc1	6%	-5%	-1%	i	8	-2.0	8%	4
O=C(NCCCn1ccnc1)/C(=C\c1cccnc1)NC(=O)c1ccccc1Br	7%	i	-12%	i	16	-1.6	8%	10
NCCCCCc1nnc(SCc2ccc(Cl)c(Cl)c2)o1	6%	i	-2%	x	-6	0.2	-3%	2
COc1ccc(OC)c(NC(=O)Nc2cccc3ccccc23)c1	5%	-6%	1%	i	-57*	0.2	1%	-16
COc1ccc(-c2ccnc(SCC(=O)N3CCN(c4ccccc4)CC3)n2)cc1	-6%	i	0%	i	2	0.7	-3%	-1
Cc1ccc(C(=O)NNC(=S)NCC2CCCO2)cc1[N+](=O)[O-] (centres undefined)	5%	i	1%	i	-14	-0.2	1%	-30
O=C(CCNC(=O)c1ccc([N+](=O)[O-])cc1)Oc1ccc(F)c(F)c1	11%	i	0%	i	u	-2.9	3%	-1
O=C(Cc1cccs1)N1CCN(S(=O)(=O)c2ccc(F)cc2)CC1	1%	i	1%	i	10	0.4	10%	-1
O=[N+]([O-])c1ccc(S(=O)(=O)Nc2cccc(-c3ccc(N4CCCC4)nn3)c2)cc1	-1%	i	1%	i	-5	-1.7	5%	-16
CC(C(=O)Nc1ccc2nccnc2c1)N1C(=O)C2C3C=CC(C3)C2C1=O (centres undefined)	0%	i	1%	i	-15	-0.6	-2%	1
CCN1CCN(C(c2cccs2)C(C)NS(=O)(=O)c2ccc(C)cc2)CC1 (centres undefined)	5%[57.1 µM]	i	3%	i	9	0.9	-14%	2
Cc1cccc(NCc2nc3ccccc3n2C)c1	6%	i	-3%	i	-12	-6.1	6%	-1
CCC1CCCCN1CCCNC(=O)CSc1nc2nc(C)c(Cc3ccccc3Cl)c(C)n2n1 (centres undefined)	5%	i	1%	i	-2	-0.2	3%	-3
O=S(=O)(c1cc(Cl)ccc1Br)N1CCCCC1	7%	-12%[57.5 µM]	0%	i	29	-0.8	15%	-23
CCOC(CNC(=O)Cc1c(C)nc2c(-c3ccccc3)c(C)nn2c1C)OCC	-4%	-3%	1%	i	3	-7.2	-9%	0
CCCCN(C)CCC(=O)Nc1ccc(C)cc1	9%	i	-1%	i	-2	0.5	-14%	-1
COC(=O)c1sccc1NC(=S)N1CCN(c2ccccc2)CC1	0%	-16%	-4%	i	19	-2.6	9%	2
CCOC(=O)c1nn(-c2ccccc2)c(=O)cc1OCC(=O)Nc1cccc(OC)c1	-1%	-28%	-2%	i	5	4.3	-3%	2

One compound at a time, from the list above. Order of screens: EPAC2 antag, PTHR1 agonist, MmCpn inh, Akt phos inh, D3 antag, CCT modulator, EPAC2 agonist, D3 ag
Cc1ccc2c(c1)C(c1ccccc1)N(C(=O)c1ccc(F)cc1)CC(=O)N2 (centres undefined) as listed: 1%, -49%[inhibitor], 0%, i, 15, -0.8, 3%, -4
CCOC(CNC(=O)Cc1c(C)nc2c(-c3ccccc3)c(C)nn2c1C)OCC as listed: -4%, -3%, 1%, i, 3, -7.2, -9%, 0
O=C(NCCCn1ccnc1)/C(=C\c1cccnc1)NC(=O)c1ccccc1Br as listed: 7%, i, -12%, i, 16, -1.6, 8%, 10
COc1ccc(OC)c(NC(=O)Nc2cccc3ccccc23)c1 as listed: 5%, -6%, 1%, i, -57*, 0.2, 1%, -16

(more compounds)
SMILES	EPAC2 antag	PTHR1 agonist	MmCpn inh	Akt phos inh	D3 antag	CCT modulator	EPAC2 agonist	D3 ag
Cc1c(C#N)c(SCC(N)=O)nc2c1CCCC2	12%	-5%	-1%	i	u	-0.7	-9%	3
Cc1nc2ccc(NC(=O)Cc3ccc(Br)cc3)cc2s1	-2%	u	2%	i	-7	-0.7	9%	-11
COc1cccc(NC(=O)CN(C)C(=O)c2csc3c2CCCC3)c1	-4%	-5%	-1%	i	-17	-2.1	7%	-1
COc1cc2c(cc1OC)C(c1ccccc1[N+](=O)[O-])N(C(C)=O)CC2 (centres undefined)	-23%	i	-1%	i	10	-0.7	6%	8
COc1ccc(NS(=O)(=O)c2cc(NC(=O)CC(=O)c3ccc([N+](=O)[O-])cc3)ccc2C)cc1	2%	-21%	1%	i	21	3.3	-1%	2
O=C(CSc1nc2ccccc2c(=O)n1NC(=O)Cc1ccccc1)NCCc1ccccc1	-1%	i	1%	i	-3	-2.8	-1%	-7
Cc1nc(-c2ccc(S(=O)(=O)Nc3ccc(Br)cc3Cl)s2)cs1	-16%	-16%	u	i	-14	3.0	11%	-1
Cc1cc2cc(CNC(=O)c3ccco3)ccc2n1C	5%	i	0%	i	14	-9.4	5%	2
COCC(=O)Nc1c(C(=O)Nc2ccc3c(c2)OCO3)oc2ccccc12	0%	9%	-2%	i	-8	-1.5	-1%	5
CC(N)c1csc(Nc2cc(Oc3ccccc3)ncn2)n1 (centres undefined)	5%	-52%[inhibitor]	x	i	15	1.9	3%	7
CCOC(=O)[C@]12CCC=C1N(Cc1ccco1)C(=O)[C@H](CC(=O)N1CCCCC1)C2	2%	-21%	x	i	32	-1.7	15%	6
CN1CCN(c2ccc3sc(-n4ccc5ccccc54)nc3c2)CC1	-10%	-47%[inhibitor]	x	i	-16	-0.9	12%	-1
O=C1Nc2ccc([N+](=O)[O-])cc2C1(O)N1CCCCCC1 (centres undefined)	-1%	i	0%	i	-19	-1.4	12%	-16
CSCCC(C(=O)Nc1c(C)cccc1C)N(Cc1ccccc1)Cc1ccccc1 (centres undefined)	-11%	-6%	x	i	-28	-1.2	22%	-11
N#Cc1cc(C(=O)c2ccccc2OCC(=O)Nc2ccccc2Cl)cn(C2CCCCC2)c1=O	-4%	-26%	-11%	i	-14	-11	14%	-2
CCN1CCc2c(sc(NC(=O)c3ccc(S(=O)(=O)N4CCOCC4)cc3)c2C(=O)OC)C1	-16%	-7%	-1%	i	0	-1.2	19%	-9
CS(=O)(=O)Nc1ccc(C2=NN(C(=O)c3ccco3)C(c3cccc(F)c3)C2)cc1 (centres undefined)	-21%	-22%	2%	i	-4	-4.1	1%	7
O=c1cc(C23CC4CC(CC(C4)C2)C3)[nH][nH]1	0%	i	x	i	8	-0.6	6%	-18
NS(=O)(=O)c1ccc(S(=O)(=O)N2CCCC(c3ccccc3)C2)cc1 (centres undefined)	-8%	-30%	x	i	u	-2.1	5%	-6
O=Cc1cn(CC(=O)N2CCOCC2)c2ccccc12	2%	i	-1%	i	-12	-1.8	10%	-3
CCN(CC)S(=O)(=O)c1ccc(C(=O)NCCCn2ccnc2)cc1	11%	-30%[inhibitor]	1%	i	-4	1.5	6%	7
COc1ccc(S(=O)(=O)N2CCN(C(=O)c3cc(C)on3)CC2)cc1	4%	i	-11%	i	-23	-0.4	2%	-5
COc1cc(NS(=O)(=O)c2ccc(Nc3nc(-c4cccc([N+](=O)[O-])c4)cs3)cc2)nc(OC)n1	-13%	-13%	4%	i	1	-8.6	9%	0
CC(=O)c1ccc(OC(=O)C2CC(=O)N(c3cccc(C)c3)C2)cc1 (centres undefined)	-6%	i	-1%	i	-18	-0.2	9%	-10
COc1ccc(Nc2nc(-c3cccc([N+](=O)[O-])c3)nc3ccccc23)cc1	-13%	-56%[inhibitor]	1%	i	2	-0.3	16%	2
Cc1cc(C(=O)OCC(=O)Nc2nc(-c3ccccc3)cs2)c(C)o1	15%	-28%[57.5 µM]	-3%	i	u	1.7	-1%	1
Nc1nc(SCC(=O)Nc2ccc(Cl)cn2)n[nH]1	3%	-6%	-1%	i	7	-3.2	1%	-5
Cc1nn(Cc2ccc(C(=O)N3CCOCC3)o2)c(C)c1Br	16%	i	-1%	i	17	1.3	10%	-4
Cc1cccc(NC(=O)c2nc(S(=O)(=O)Cc3ccccc3)ncc2Cl)c1	-5%	-24%	1%	i	-1	0.2	-1%	-34
N#Cc1ccccc1NC(=O)COC(=O)c1ccc(F)cc1F	7%	-6%	-1%	i	6	2.6	1%	1
CCOCC(=O)Nc1nc2ccc(S(C)(=O)=O)cc2s1	-2%	i	-9%	i	28	-1.7	5%	0
O=C1c2ccccc2C(=O)N1C1CCCCC1	11%	-13%	-4%	i	11	-1.7	0%	5
O=C(COc1ccc(/C=C\[N+](=O)[O-])cc1)N1CCOCC1	-3%	-52%[inhibitor]	-1%	i	44	-1.3	6%	0
Cc1ccccc1NC(=O)N1CCC(C(=O)c2ccc(F)cc2)CC1	5%	-29%	-1%	i	-10	1.2	16%	-13
O=c1ccn(Cc2ccccc2)c(SCc2ccccc2)n1	0%	-17%	x	i	-10	-1.6	11%	-2
CCOC1CCCc2oc(-c3ccc(N(C)C)cc3)c(C(=O)OC)c21 (centres undefined)	-16%	-3%	x	i	6	-0.2	11%	-2
COc1ccc(-n2ncc3c(NCc4ccc5c(c4)OCO5)ncnc32)cc1	-4%	-35%[inhibitor]	-1%	i	18	-2.1	10%	8
CCOC(=O)CN1C(=O)C(=O)N(Cc2ccccc2)C1=O	9%	-12%	0%	i	2	-1.3	5%	-6
O=S(=O)(c1cccc2ccccc12)N1CCSC1	-3%	-25%[57.5 µM]	1%	i	-4	-0.1	12%	-6
NC(=O)Cc1c[nH]c2cccc(O)c12	0%	-13%	-3%	i	-2	0.4	-13%	-5
COc1ccc(-c2csc(-c3ccccc3)n2)c(OC)c1	4%	-82%[inhibitor]	-4%	i	4	-4.8	17%	-2
